# SKN-1 inh = C. elegans SKN-1 inhibition; AID 624304; C. elegans VP596 Pgst-4::GFP/RFP ratio, acrylamide-induced, 24 h; inhibition, % at 21.8 µM; 360,000 tested, 0.49% active;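 active = interference check ratio from 0.5 to 1.5 plus GFP to RFP signal ratio inhibition reaching or exceeding a fixed threshold, cut at about 30% in these data, passing the limit was not always enough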; also: some compounds called inactive have numbers as strong as hits
# MT1-MMP act inh = blocks activation of human MT1-MMP; P50281; HT1080 RFP-PRO-GFP cells, GFP/RFP ratio fluorescence, overnight; percent of plate control window, DMSO zero; 360,000 tested, 0.061% active; GFP/RFP ratio change, % at 20 µM;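 active = GFP/RFP ratio change of at least 30% with cell ATP level not reduced by more than half and red fluorescence within 50% of control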; also: strong numbers were not always called active
#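 Compound: 20 µM single dose, 1% DMSO / System: HT1080 RFP-PRO-GFP cells / Controls: DMSO and RFP-L50D-GFP cell wells / Read-out basis: GFP/RFP fluorescence ratio / Schedule: overnight compound exposure at 37 °C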
# MsrA inhibitor = bovine MsrA inhibition; 360,000 tested, 0.75% active; inhibition, % at 15.5 µM; purified bovine MsrA, absorbance read-out; in the data active = inhibition above about 4.5%;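 also: 0% = vehicle wells with enzyme and 100% = reference inhibitor wells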
# CendR NRP1 mod = alters CendR peptide binding to human NRP-1; AID 602438; inhibition, % at 25 µM; FAM-RPARPAR peptide binding to NRP-1, fluorescence polarization; 360,000 tested, 0.85% active;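 active = inhibition or corrected inhibition above about 18%, plus a signal ratio from 0.5 to 1.5, limit read from the data, passing the limit was not always enough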; also: strong numbers were not always called active
# bovine MsrA act = activators of bovine methionine sulfoxide reductase A | purified bovine MsrA, absorbance read-out | activation, % at 10.6 µM | 360,000 tested, 0.3% active | AID 602163; in the data active = activation above about 7.5%;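 also: 0% = vehicle and 100% = reference activator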
# Neddyl block = cullin neddylation inhibition; calls only at 25 µM; 360,000 tested, 0.58% active; TR-FRET cullin neddylation, biochemical; AID 651699; P61081+Q13564; in the data active = inhibition above about 36%
# FAS TE block = inhibitors of human fatty acid synthase thioesterase domain; P49327; recombinant FAS-TE, OMFH fluorogenic substrate, fluorescence endpoint; inhibition, % at 15 µM; 360,000 tested, 0.67% active;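 active = compounds whose normalised, plate-corrected inhibition of enzyme fluorescence in the single-dose primary screen is 50% or more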;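 also: 0% = DMSO with enzyme and 100% = substrate without enzyme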
# E coli Lon inh = E. coli protease La inhibition; purified E. coli Lon protease, fluorescence polarization; inhibition, % at 7.94 µM; 360,000 tested, 0.42% active; AID 602123; in the data active = inhibition above about 13%, passing the limit was not always enough;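 also: 0% = enzyme with probe and DMSO and 100% = no enzyme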
# Target sequence (P0A9M0 whole entry, looked up): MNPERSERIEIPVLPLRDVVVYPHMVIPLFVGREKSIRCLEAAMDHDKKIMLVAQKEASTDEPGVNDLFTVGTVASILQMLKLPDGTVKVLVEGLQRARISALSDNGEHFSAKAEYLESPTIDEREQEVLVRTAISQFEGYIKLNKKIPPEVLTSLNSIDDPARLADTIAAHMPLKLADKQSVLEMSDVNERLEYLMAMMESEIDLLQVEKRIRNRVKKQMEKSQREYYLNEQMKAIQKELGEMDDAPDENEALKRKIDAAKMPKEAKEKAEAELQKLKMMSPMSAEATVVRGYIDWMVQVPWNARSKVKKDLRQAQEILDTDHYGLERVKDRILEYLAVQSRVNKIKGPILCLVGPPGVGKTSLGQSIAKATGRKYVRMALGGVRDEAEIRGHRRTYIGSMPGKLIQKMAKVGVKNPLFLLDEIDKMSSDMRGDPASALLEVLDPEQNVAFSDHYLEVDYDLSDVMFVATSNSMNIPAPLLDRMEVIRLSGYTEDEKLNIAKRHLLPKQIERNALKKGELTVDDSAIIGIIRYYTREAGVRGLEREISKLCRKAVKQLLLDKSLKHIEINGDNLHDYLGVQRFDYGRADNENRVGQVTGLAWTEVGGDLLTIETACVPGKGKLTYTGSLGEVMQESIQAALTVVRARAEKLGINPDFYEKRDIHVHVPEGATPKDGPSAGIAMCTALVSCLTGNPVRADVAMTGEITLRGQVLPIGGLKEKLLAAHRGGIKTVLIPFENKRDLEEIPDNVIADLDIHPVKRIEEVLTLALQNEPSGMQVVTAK
# Rin1 Abl inh = inhibitors of human Rin1-Abl protein interaction | P00519+Q13671 | TR-FRET Rin1/Abl binding, biochemical | inhibition, % at 7.35 µM | 360,000 tested, 0.4% active; in the data active = inhibition above about 5%, passing the limit was not always enough
# An asterisk follows results filed as active; i = inactive; . = not tested or not shown. Compounds were not picked by outcome; 4.2% or so of the library scored in one or more.
Molecule	SKN-1 inh	MT1-MMP act inh	MsrA inhibitor	CendR NRP1 mod	bovine MsrA act	Neddyl block	FAS TE block	E coli Lon inh	Rin1 Abl inh
Cc1ccc(C)c(/C=N/NC(=S)NCCc2ccccc2)c1	2	0	2.3	8	-8	i	15	3	2
CCOc1ccc(S(=O)(=O)NCc2ccc3c(c2)OCO3)cc1NC(C)=O	-8	-1	0.5	-1	-3	i	-2	15	-1
O=S(=O)(c1ccccc1C(F)(F)F)N1CCOCC1	3	5	0.4	-9	0	i	-4	-5	0
CCN1CCCC1CNC(=O)c1ccc2c(c1)N(Cc1cccc(Cl)c1)C(=O)c1ccccc1S2(=O)=O (centres undefined)	23	-5	-1.1	1	-1	i	-2	-7	2
CCOC(=O)CNC(=O)N1CCCC(C(=O)c2cccc(Cl)c2)C1 (centres undefined)	-5	-2	-1.2	-1	3	i	-4	3	0
Cc1cccn2c(=O)c3cc(S(=O)(=O)c4ccc(F)cc4)c(=N)n(Cc4ccco4)c3nc12	7	-20	-0.1	-71	-4	.	50	-6	-4
Cc1ccccc1S(=O)(=O)Cc1ccc(C(=O)NCCN2CCCCC2C)o1 (centres undefined)	2	5	-0.7	-5	-1	i	-10	2	-1
O=C(CCNC(=O)c1ccco1)Nc1ccc(Cl)cc1	3	4	-1.3	3	-5	i	-4	-11	-1
C#CCOC(=O)c1ccc(-n2cncn2)nc1	7	-7	-1.1	-11	-9	i	-6	-6	-3
O=C(Nc1ccc(F)cc1)NC1(C(=O)NCc2ccco2)CCCCC1	9	9	-0.4	-3	-9	i	-4	-3	0
COC(=O)c1ccc2[nH]c(CO)c(-c3ccccc3)c2c1	4	1	0.2	-8	0	.	9	-10	0
CC1(C)CC(=O)C2=C(C1)N(CC1CCCO1)C(=O)C2(O)C(F)(F)F (centres undefined)	-2	-2	1.5	-9	-4	i	-6	-3	0
CCCCN1CC[C@H]2C=CC[C@@H](C(=O)N3CCOCC3)[C@H]2C1=O	3	-4	0.9	-8	-1	i	-8	-3	2
CCOc1ccc(C2NC(=O)c3n[nH]c(C)c32)cc1 (centres undefined)	3	2	-0.4	1	-5	i	-8	1	3
O=C(O)c1ccc(N2C(=O)CC(SC(=NCc3ccc4c(c3)OCO4)Nc3ccccc3)C2=O)cc1 (centres undefined)	1	5	-1.2	3	-3	i	4	2	0
Cc1cccc(C(=O)OCc2cc(=O)oc3c(C)c(C)ccc23)c1O	-11	0	.	1	-4	i	2	2	-2
Cc1ccc(S(=O)(=O)CCN2CCN(c3ccccn3)CC2)cc1	-10	-2	-0.3	1	-4	i	-7	5	-2
Cc1cccc(CS(=O)(=O)Cc2ccc(C(=O)NC(C)c3ccccc3)o2)c1 (centres undefined)	4	1	-0.6	-10	-3	i	-2	-8	-3
N#CCc1nc(CSc2nc3ccccc3s2)cs1	14	-5	-1.2	-19	-3	i	1	-15	7
CCCCN1CC2=C(C1=O)C(c1ccc(O)cc1)NC(=O)N2C (centres undefined)	2	6	-0.4	-9	-3	i	-4	7	0
COc1ccc(C=O)cc1Oc1nc(Cl)ncc1F	-4	0	0.7	4	-3	i	0	2	1
COc1ccc(OC)c(NC(=O)Cn2c(CCC(=O)O)ccc2-c2ccccc2)c1	1	0	0.1	1	-9	i	-11	-5	1
CCOC(=O)c1c(NC(C)=O)sc2c(O)c(Br)ccc12	-5	-4	1.2	-7	-8	i	-1	-10	0
O=C(NCCc1c[nH]c2ccccc12)C(=O)NCC1OCCCN1S(=O)(=O)c1cccs1 (centres undefined)	1	0	0.2	5	-4	i	4	1	1
COC(=O)C1CSc2[nH]c(=O)sc2C1c1ccccc1 (centres undefined)	-29	-103	-0.3	3	-5	i	-15	19	0
COC(=O)[C@@]12C[C@@H](CC(=O)NCC34CC5CC(CC(C5)C3)C4)C(=O)N(Cc3ccccc3)C1=CCC(C)(C)C2	-9	-22	2.2	5	.	i	.	.	.
O=C(NCC(=O)N1CCOCC1)c1ccccc1	-7	-1	-0.4	2	-1	i	-10	5	-1
CCOC(=O)c1c(-c2ccc(OC)cc2)csc1NC(=O)COc1ccc2c(C)cc(=O)oc2c1	17	4	-0.4	7	-3	i	-1	0	-2
Cc1ccc(C)c(NC(=O)c2ncn[nH]2)c1	2	2	-0.1	-2	-1	i	-11	2	-1
CCOc1ccc(NC(=O)CSc2nnc(-c3ccccn3)n2C)cc1	-8	1	0.8	-2	-1	i	-9	-9	0
CCOc1cc(C)nc(NCc2ccccc2)n1	-15	2	-0.2	-7	-11	i	-3	-2	-3
CC(=O)c1cn(CC(=O)Nc2ccc(C)c(C)c2)c2ccccc12	-6	3	3.8	-8	-3	i	-1	-2	-5
CCOC(=O)c1[nH]c2ccccc2c1NC(=O)C1CCCCC1	-1	-1	-1.0	-6	-6	i	-5	-4	3
O=C(c1ccco1)N1CCN(C(=O)C(c2ccccc2)c2ccccc2)CC1	14	-1	0.0	2	1	i	4	0	3
Cc1ccc(Sc2c(C(=O)Nc3ccc(F)cc3F)c(C(F)(F)F)nn2C)cc1	-12	-6	-0.5	-12	-1	i	26	0	-4
COc1ccc(CCN2CC(C(=O)NCCCn3nc(C)cc3C)CCC2=O)cc1 (centres undefined)	8	-2	-0.1	8	-7	i	-4	0	3
COc1ccc(CCN2C(=O)c3ccccc3C2(O)c2ncc[nH]2)cc1OC (centres undefined)	-7	-2	-1.2	5	-2	i	-2	1	-3
Clc1ccccc1OCCNc1nc(NCC2CC2)nc2ccsc12	1	7	-0.1	-3	-3	i	7	-9	-6
Cn1c(N)c(Sc2ccccc2[N+](=O)[O-])c(=O)n(C)c1=O	4	-1	-1.3	0	-10	i	-3	2	-2
O=C(Cc1c[nH]c2ccccc12)NC1(C(=O)NC2CCCCC2)CCCCC1	-6	-6	-0.1	0	-3	i	-8	4	0
COc1nc(N)c(C#N)c(-c2ccc(N(C)CCC#N)cc2)c1C#N	12	2	2.0	-14	-1	i	13	-3	0
O=C(NCc1ccc2c(c1)OCO2)c1ccc(-n2cnnn2)cc1	-8	6	-1.7	-7	-14	i	18	-7	5
CCOc1ccc(N2C(=O)CC(NCCc3ccc(S(N)(=O)=O)cc3)C2=O)cc1 (centres undefined)	-3	4	-0.8	10	-2	i	0	6	-2
O=C(Nc1cccc(Cl)c1)c1cc(S(=O)(=O)N2CCOCC2)cs1	9	6	0.8	3	-1	i	7	-3	1
Cc1cc(C)cc(N(CC(=O)NC2CCCCC2)C(=O)c2ccc(C)s2)c1	13	-1	0.6	-16	0	i	3	-13	4
O=C(Nc1nc(-c2cc(F)ccc2F)cs1)c1ccccn1	38*	2	0.3	-15	-1	i	10	2	-3
COc1cc(OC)cc(C(=O)NCC(=O)NCc2ccccn2)c1	6	-3	0.1	7	-3	i	-9	2	0
COc1ccccc1CC(=O)NC1CCN(Cc2ccccc2)CC1	-2	5	0.5	7	-2	i	-2	2	-2
COc1ccccc1NC(=O)Cn1nnc(-c2ccccc2NC(=O)c2cccs2)n1	10	7	0.0	15	2	i	22	-12	2
CCN(CCNC(=O)CCCn1nc(C)n2c(cc3sccc32)c1=O)c1ccccc1	-13	0	-0.1	-12	0	i	6	8	-9
Cc1cc(C(=O)CN2C(=O)NC3(CCC(C)CC3)C2=O)c(C)n1C (centres undefined)	12	4	1.1	-8	-2	i	-1	-3	-2
Cc1cccc(C(=O)OC(C)CN2CCOCC2)c1 (centres undefined)	11	-2	2.1	-2	-3	i	-4	-1	-2
CSc1ncccc1C(=O)N1CCCC(C(=O)c2ccc3ccccc3c2)C1 (centres undefined)	10	-2	-0.1	9	-1	i	-3	0	-2
Cc1ccc(NC(=O)CSCC(=O)N2CCN(Cc3ccc4c(c3)OCO4)CC2)cc1	12	-3	-1.6	17	-2	i	5	2	-1
CC1(C)C2CC[C@]3(C)C(CC=C4[C@@H]5C[C@@](C)(CO)[C@@H](O)C[C@]56C[C@@H](OC6=O)[C@]43C)[C@@]2(C)CC[C@@H]1O (some centres undefined)	-2	6	-0.3	-22	-4	i	0	0	-4
CCCn1c(=O)c2ccccc2n2c(SCCOc3ccc(C)cc3)nnc12	1	3	-0.3	5	5	i	13	-13	2
COC(=O)[C@]12CCCCC=C1N(Cc1ccc3c(c1)OCO3)C(=O)[C@H](CC(=O)NCCCCc1ccccc1)C2	-9	-6	1.6	4	.	i	.	.	.
CC1c2cc3c(cc2CCN1C(=O)c1cccc(Cl)c1)OCCCO3 (centres undefined)	8	-5	0.8	-10	-1	i	-1	-9	5
CC1(C)CC(NC(=O)CCc2nnc(CCCCc3ccccc3)o2)CCO1 (centres undefined)	10	6	-0.9	0	-4	i	-10	-1	3
Nc1nnc(SC2CCCC2)s1	-4	-1	1.3	-9	-4	i	-12	5	0

# Sorted by value in SKN-1 inh (high to low): 3 of the compounds above.
smiles	SKN-1 inh	MT1-MMP act inh	MsrA inhibitor	CendR NRP1 mod	bovine MsrA act	Neddyl block	E coli Lon inh	Rin1 Abl inh
Cc1ccc(NC(=O)CSCC(=O)N2CCN(Cc3ccc4c(c3)OCO4)CC2)cc1	12	-3	-1.6	17	-2	i	2	-1
Cc1cccc(C(=O)OC(C)CN2CCOCC2)c1 (centres undefined)	11	-2	2.1	-2	-3	i	-1	-2
COC(=O)[C@]12CCCCC=C1N(Cc1ccc3c(c1)OCO3)C(=O)[C@H](CC(=O)NCCCCc1ccccc1)C2	-9	-6	1.6	4	.	i	.	.

# Additional compounds follow.
Molecule	SKN-1 inh	MT1-MMP act inh	MsrA inhibitor	CendR NRP1 mod	bovine MsrA act	Neddyl block	FAS TE block	E coli Lon inh	Rin1 Abl inh
CCOC(=O)[C@H]1[C@H]2COc3ccccc3[C@@H]2N2C(=O)c3cc(F)ccc3NC(=O)[C@@]12C	5	2	0.3	0	-3	i	-1	-5	-1
CC(=O)Nc1ccc(NC(=O)CCCN2C(=O)C(c3ccccc3)Oc3cccnc32)cc1 (centres undefined)	18	4	0.6	-5	4	i	-9	-4	-6
NS(=O)(=O)c1cccc(NC(=O)COC(=O)Cn2cc(C(F)(F)F)ccc2=O)c1	11	-4	0.1	4	-2	i	-8	-6	2
CC1CCCN(C(=O)CCCNC(=O)c2ccc(Cl)cc2)C1 (centres undefined)	-5	-2	-0.4	15	0	i	-4	-4	-1
CC(O)(c1ccccc1)c1nc(-c2ccc(S(C)(=O)=O)cc2)cs1 (centres undefined)	-5	-3	1.0	-2	-3	i	3	-4	-3
O=C(COC(=O)CCNS(=O)(=O)c1ccccc1)NC1CC1	2	-1	-0.5	-1	-6	i	-6	0	0
COc1ccc(Cn2nnc3c(=O)[nH]c(C4CCCN(C(=O)c5ccccc5)C4)nc32)cc1 (centres undefined)	-2	.	-0.2	-7	-10	i	-11	1	2
COc1ccc(Cl)cc1NS(=O)(=O)c1cccc(C(=O)NC2CCC(O)CC2)c1 (centres undefined)	1	-3	-0.9	5	-1	i	-7	-8	1
COc1ccccc1NC(=O)/C(C#N)=C/c1cc([N+](=O)[O-])ccc1N1CCCC1	17	-41	0.7	132	-4	i	-87	-53	-2
CC(C)Oc1ccc(C(=O)Nc2nc3ccccc3[nH]2)cc1	0	0	0.1	9	0	i	-1	-3	1
COc1cccc2cc(/C(=N/O)c3ccc(Br)cc3)oc12	-15	-5	1.2	5	-4	i	-16	-4	5
O=C(NCc1cccnc1)C1CCN(S(=O)(=O)c2cccs2)CC1	-7	-2	0.1	-8	-4	i	-10	-8	1
Cc1nn(CC(=O)NC(=O)NC2CCCC(C)C2C)c(=O)c(C#N)c1C (centres undefined)	3	2	1.1	-2	-4	i	40	-12	2
COc1ccccc1Nc1nn2c(=O)c3ccc(C(=O)N4CCCC(C)C4)cc3nc2s1 (centres undefined)	0	7	-0.4	-1	-3	i	35	-7	-6

# Compound activity: PubChem BioAssay, several laboratories
